hERG protect – hERG (human) protection from proarrhythmic block. Q12809. CHO-hERG, FluxOR thallium flux, dofetilide IC70 present. activation (rescue from dofetilide block), less the hit threshold, % at 10 µM. hit rate 0.51% among 310,000. AID 1511;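 active means activation above the mean of controls blocked by dofetilide plus 5 SD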;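 further: thallium influx through hERG after potassium depolarization seen as dye fluorescence rise; in these data hits start at about 4.7%; inactives centre near -7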
KCNQ1 act – human KCNQ1 channel potentiation or activation | AID 2648 | hit rate 0.35% among 310,000 | CHO-K1 KCNQ1, thallium flux FluxOR fluorescence; active compounds read high | P51787 | B-score at 10 µM;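 active means fluorescence ratio B-score, a plate-corrected score, at least three library SD, with initial intensity B-score within 5 SD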
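Medium – assay buffer, equal DMSO in all wells · Material – CHO-K1 cell line with stable KCNQ1 potassium channel expression · Signal – kinetic FluxOR thallium fluorescence, 10-s 1-Hz baseline, 110-s post-stimulus read · Compound – single concentration per compound, DMSO matched to controls · Schedule – 37 °C overnight plating, 90-min dark dye load, 20-min compound pretreatment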
KCNQ1 block – blocks the human KCNQ1 potassium channel | P51787 | CHO-K1 KCNQ1, FluxOR thallium flux fluorescence; active compounds read high | B-score at 10 µM | hit rate 1.3% among 310,000 | AID 2642;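 active means compounds whose thallium flux B-score, printed positive for inhibition, exceeds three library SD while starting fluorescence stays within three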;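 further: channel opened by potassium depolarization with thallium stimulus after 20 min compound exposure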
HDAC3 inh – blocks human histone deacetylase 3 | recombinant HDAC3, fluorogenic peptide/trypsin coupled, fluorescence | hit rate 0.15% among 320,000 | inhibition, % at 8.3 µM; in the data active means inhibition above about 26%, passing the limit was not always enough; inconclusive means no clear call, values can overlap the other calls
Target sequence (O15379 whole entry, looked up): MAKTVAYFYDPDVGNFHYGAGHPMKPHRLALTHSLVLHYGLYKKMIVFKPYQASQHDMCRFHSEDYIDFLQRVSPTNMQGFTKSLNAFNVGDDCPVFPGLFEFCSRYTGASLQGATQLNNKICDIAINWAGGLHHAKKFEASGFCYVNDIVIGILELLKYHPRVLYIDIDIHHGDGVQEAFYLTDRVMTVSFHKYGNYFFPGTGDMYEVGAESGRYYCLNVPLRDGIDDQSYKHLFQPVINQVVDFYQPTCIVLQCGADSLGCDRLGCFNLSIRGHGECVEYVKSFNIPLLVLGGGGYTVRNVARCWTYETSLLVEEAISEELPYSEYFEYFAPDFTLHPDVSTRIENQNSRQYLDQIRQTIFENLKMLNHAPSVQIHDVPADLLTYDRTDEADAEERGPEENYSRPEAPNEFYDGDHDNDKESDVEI
KCNK3 inh – human KCNK3 channel inhibition, primary screen; O14649; CHO-KCNK3 thallium flux, FluxOR fluorescence; active compounds read low; B-score at 10 µM; hit rate 0.84% among 340,000; AID 602410;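 active means B-score under library mean minus 4 SD, starting fluorescence ratio at most library mean plus 5 SD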;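 further: more negative B-score means stronger inhibition of thallium flux through KCNK3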
TMEM16A inh – inhibitors of mouse TMEM16A calcium-activated chloride channel; HEK293 TMEM16A/YFP iodide influx fluorescence, ionomycin; normalized B-score (activity score, 25-100; higher = stronger inhibition) at 10 µM; hit rate 1.2% among 310,000; AID 588511;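 active means ratio plate-corrected score three or more library SD toward inhibition, starting fluorescence score within five deviations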;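 further: score derived from kinetic fluorescence span divided by baseline fluorescence per well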
RGS4 act – RGS4 potentiation or activation | hit rate 0.92% among 310,000 | B-score at 10 µM | HEK293 M3R/inducible RGS4, carbachol calcium flux Fluo4; active compounds read low | AID 463111;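 active means B-score of the integrated calcium signal more than 4 SD below the library mean, with starting fluorescence not abnormally high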;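 further: negative B-score means reduced calcium response which marks RGS4 activation or potentiation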
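System – HEK293 FlpIn-TREx cells, stable M3R, doxycycline-inducible RGS4 · Reagent – ECmax carbachol challenge · Times – compound preincubation 20 min at room temperature before agonist · Technique – Fluo4 fluorescence kinetic imaging of calcium · Measure – B score of integrated Fluo4 ratio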
RGS4 block – inhibitors of human RGS4 | HEK293 M3R/RGS4 inducible, Fluo-4 calcium flux; active compounds read high; triggered by carbachol at its EC20 | B-score at 10 µM | hit rate 0.45% among 310,000 | P49798;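 active means B-score, a plate-corrected calcium signal, over three deviations above library mean, with baseline fluorescence within five deviations of library mean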;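 further: RGS4 expression induced by doxycycline in cells with stable M3 receptor; B-score is computed from the integrated fluorescence ratio over baseline after carbachol; higher B-score means a larger calcium signal and so more RGS4 inhibition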
Target sequence (P49798 whole entry, looked up): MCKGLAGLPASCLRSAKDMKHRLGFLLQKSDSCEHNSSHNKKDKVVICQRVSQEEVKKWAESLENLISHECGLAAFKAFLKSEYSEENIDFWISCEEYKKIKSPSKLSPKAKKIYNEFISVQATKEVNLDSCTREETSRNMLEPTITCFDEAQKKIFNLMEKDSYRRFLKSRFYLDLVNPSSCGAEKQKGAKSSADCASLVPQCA
SKKanGAS inh – blocks kanamycin growth of S. pyogenes SKKanGAS strain; inhibition, % at 7.5 µM; hit rate 1.3% among 300,000; AID 1662; BacTiter-Glo, 6 h;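 active means mean replicate score, as percent of positive control median, at least 50; inconclusive means mean below 50 but one replicate at or above 50; inactive means mean and every replicate below 50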;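 further: strain carries kanamycin resistance gene driven by streptokinase promoter and grows in 40 µg/ml kanamycin; loss of luminescence reflects streptokinase promoter inhibition or plain growth inhibition; 0% = median of DMSO wells and 100% = positive control at its reference dose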
TMEM16A act – activates or potentiates the mouse TMEM16A chloride channel; AID 623877; B-score at 10 µM; HEK293 TMEM16A/YFP-H148Q/I152L, iodide quench fluorescence; active compounds read low; Q8BHY3; hit rate 0.3% among 340,000;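 active means fluorescence-ratio B-score plate-corrected deviation score at least 3 library SD below zero, with starting fluorescence score within 5 deviations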;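 further: channel opened by trigger with iodide after compound preincubation; score built on the fluorescence ratio of max minus min over baseline; more negative score means more quench and so TMEM16A activation or potentiation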
KCNK9 inh – blocks the human KCNK9 two-pore domain potassium channel; Q9NPC2; HEK293 KCNK9, FluxOR thallium flux fluorescence; active compounds read low; B-score at 10 µM; hit rate 1.2% among 310,000; AID 488922;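 active means ratio B-score over 3 SD below the library mean, with starting fluorescence within 5 SD of its mean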;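 further: negative B-score means less thallium flux so channel inhibition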
Target sequence (Q9NPC2 whole entry, looked up, the tested form may be a part): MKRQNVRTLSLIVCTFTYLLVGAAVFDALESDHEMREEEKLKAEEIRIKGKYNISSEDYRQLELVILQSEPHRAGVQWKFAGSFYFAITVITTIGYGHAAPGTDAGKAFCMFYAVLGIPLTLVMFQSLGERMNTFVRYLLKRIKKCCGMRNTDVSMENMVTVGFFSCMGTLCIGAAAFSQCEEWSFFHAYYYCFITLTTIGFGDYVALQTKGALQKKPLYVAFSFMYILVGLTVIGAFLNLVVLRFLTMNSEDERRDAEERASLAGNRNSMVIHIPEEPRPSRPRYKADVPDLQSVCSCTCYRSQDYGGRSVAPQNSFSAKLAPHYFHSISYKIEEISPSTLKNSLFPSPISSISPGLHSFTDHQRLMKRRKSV
* hit, by the source's call; i = inactive; ? = inconclusive; / = no result given.

no.	SMILES	hERG protect	KCNQ1 act	KCNQ1 block	HDAC3 inh	KCNK3 inh	TMEM16A inh	RGS4 act	RGS4 block	SKKanGAS inh	TMEM16A act	KCNK9 inh
1	CC(Sc1ccc(Cl)cc1)C(=O)Nc1ccc2c(c1)OCO2 (configuration not stated)	-7	i	i	-1	i	i	i	i	-7	i	i
2	CCN1CCN(C(=S)NC(CC(=O)c2ccccc2)c2ccccc2)CC1 (configuration not stated)	-11	i	i	5	i	i	i	i	-4	i	i
3	CCNc1c(NS(=O)(=O)c2ccc(F)c(Cl)c2)c(=O)oc2ccccc12	-9	i	i	9	i	i	i	i	-6	i	i
4	COc1ccc(CNC(=O)CC(C)c2ccccc2)cc1 (configuration not stated)	-15	i	i	-2	i	i	i	i	-2	i	i
5	CC(=O)c1oc2ccccc2c1N	-15	i	i	-7	i	i	i	i	-8	i	i
6	Cc1ccc(N(CC(=O)NC(C)c2ccccc2)S(=O)(=O)c2c(C)n[nH]c2C)cc1 (configuration not stated)	-12	i	i	?	i	i	i	i	3	i	i
7	COc1ccc(NS(=O)(=O)c2ccc(/C=C/C(=O)O)cc2)cc1S(=O)(=O)N1CCOCC1	-10	i	i	0	i	i	i	i	-1	i	i
8	CCOc1ccc(NS(=O)(=O)c2ccc(C(=O)NCCCN3CCOCC3)cc2)cc1	-8	i	i	-3	i	i	i	i	0	i	i
9	CN(CC(=O)Nc1c(Cl)cccc1Cl)C(=O)CCNS(=O)(=O)c1ccccc1C(F)(F)F	-7	i	i	-3	i	i	i	i	-7	i	i
10	COc1ccc(Cl)cc1NC(=O)CN1CCN(C(=O)N2CCOCC2)CC1	-6	i	i	1	i	i	i	i	-2	i	i
11	COc1ccc(OC)c(NC(=O)CSc2nc3scc(C)c3c(=O)[nH]2)c1	-1	i	i	-1	i	i	i	i	8	i	i
12	COCCCNC(=O)c1ccc2c(=O)n(CC3CCCO3)c(=S)[nH]c2c1 (configuration not stated)	-7	i	i	4	i	i	i	i	7	i	i
13	COc1cc(/C=N/Nc2snc(SC)c2C#N)ccc1O	-11	i	i	-1	i	i	i	i	1	i	i
14	O=C(Nc1ccc(-n2cnnn2)cc1)C1CCCN1C(=O)Nc1ccc(Br)cc1 (configuration not stated)	-6	i	i	-3	i	i	i	i	-8	i	i
15	COc1cc(CN(C(=S)NCC(=O)N2CCCC2)C2CCCC2)cc(OC)c1OC	-9	i	i	-12	i	i	i	i	0	i	i
16	O=C(NC(Cc1ccccc1)C(=O)O)/C(=C\c1ccc([N+](=O)[O-])cc1)NC(=O)c1ccco1 (configuration not stated)	0	i	i	3	i	i	i	i	-1	i	i
17	Cc1ccc(C(C(=O)NCC2CCCO2)N(Cc2ccccc2F)C(=O)Cn2nnc(-c3cccs3)n2)cc1 (configuration not stated)	-6	i	i	6	i	i	i	i	4	i	i
18	O=[N+]([O-])c1ccccc1NC(=S)N/N=C/c1ccc(O)c(O)c1	-11	i	i	1	i	i	i	i	2	i	i
19	Cc1cc(C)c(-c2c(O)c3cccc4c3n(c2=O)CCC4)c(C)c1	-4	i	i	-6	i	i	i	i	-1	i	i
20	O=C1C2C3C=CC(C3)C2C(=O)N1c1ccccc1 (configuration not stated)	-14	i	i	-3	i	i	i	i	-3	i	i
21	Cc1cc(=O)n2nc(-c3ccc(C(F)(F)F)cc3)sc2n1	-8	i	i	-2	i	i	i	i	-3	i	i
22	O=C(Cn1nnc(-c2ccc(F)cc2)n1)Nc1ccc2c(c1)OCCO2	-2	i	i	?	i	i	i	i	2	i	i
23	CCOC(=O)c1c(NC(=O)CSc2nnc(C)s2)sc2c1CCC(C)C2 (configuration not stated)	-13	i	i	-1	i	i	i	i	20	i	-9.8*
24	CCCC(C)NC(=O)c1ccc(OCc2ccc(Cl)cc2)c(OC)c1 (configuration not stated)	-2	i	i	2	i	i	i	i	22	i	i
25	COc1nc2ccc(C)cc2cc1-c1noc(-c2ccccc2)n1	-8	i	i	1	i	i	i	i	1	i	i
26	CN1CCC(NC(=S)NC2CC2)CC1	-3	i	i	-4	i	i	i	i	0	i	i
27	O=C(CCc1c[nH]c2ccccc12)N/N=C/c1ccc2c(c1)OCO2	-6	i	i	?	i	i	i	i	5	i	i
28	NS(=O)(=O)c1ccc(CCNC(=O)C(=O)NCC2OCCN2S(=O)(=O)c2cccs2)cc1 (configuration not stated)	-7	i	i	1	i	i	i	i	-5	i	i
29	CC(C)Cc1nnc(NC(=O)CCC(=O)N2CCN(c3ccc(F)cc3)CC2)s1	-3	i	i	1	i	i	i	i	2	i	i
30	S=c1[nH]nc(-c2ccc(Cl)cc2)n1/N=C/C=C/c1ccco1	-2	i	i	6	i	i	i	i	3	i	i
31	CC(=O)c1ccc(NC(=O)CSc2nc(N3CCOCC3)nc(N3CCOCC3)n2)cc1	-6	i	i	-1	i	i	i	i	-7	i	i
32	CSc1nc2[nH]c3c(c2c2ncnn12)CCCC3	-9	i	i	-2	i	i	i	i	-2	i	i
33	O=C(Cn1ncn2cccc2c1=O)N1CCCCC1	-2	i	i	4	i	i	i	i	-3	i	i
34	FC(F)(F)c1cc(Oc2ccccc2)nc(-c2ccccn2)n1	-4	i	i	-2	i	i	i	i	7	i	i
35	Cc1c(NC(=O)CN2CCN(C(=O)c3ccco3)CC2)c(=O)n(-c2ccccc2)n1C	-8	i	i	-10	i	i	i	i	-2	i	i
36	COC(=O)c1ccc(OC(=O)c2cccnc2)cc1	1	i	i	42*	i	i	i	i	3	i	i
37	O=C(CC(=O)Nc1ccccc1C(=O)O)NNC(=O)Cc1ccccc1	-7	i	i	/	i	i	i	i	-14	i	i
38	Cc1nc(Sc2ccc(Cl)cc2)c(C#N)c(C)c1[N+](=O)[O-]	-17	i	i	1	i	i	i	i	-17	i	i
39	CCOC(=O)c1c(-c2ccccc2)oc2ccc(OCC(N)=O)cc12	-7	i	i	-8	i	i	i	i	-11	i	i
40	O=[N+]([O-])c1ccc(Nc2nc(NC3CCCCC3)nc(N3CCCC3)n2)cc1	-2	i	i	7	i	i	i	i	83*	i	i
41	COC(CNC(=O)c1ccc2c(c1)nc(C)n2-c1cccc(C)c1)OC	0	i	i	-3	i	i	i	i	1	i	i
42	C=CCNC(=O)/C=C/c1cccs1	-9	i	i	8	i	i	i	i	-4	i	i
43	CCCCC(C(=O)OCC(=O)c1ccc(OC)cc1)N1C(=O)c2ccccc2C1=O (configuration not stated)	-6	i	i	7	i	i	i	i	0	i	i
44	Cc1ccc(C)c(SCC(=O)NCc2ccco2)c1	-10	i	i	1	i	i	i	i	-4	i	i
45	Nn1c(SCC(=O)Nc2ccc3c(c2)OCO3)nnc1-c1cccc(Cl)c1	-13	i	i	2	i	i	i	i	/	i	i
46	CS/C(N)=N/N=C/c1c(O)ccc2ccccc12	-10	i	i	/	i	i	i	i	5	i	i
47	CCOC(=O)C1CCN(CC(=O)Nc2cc(S(=O)(=O)N3CCOCC3)ccc2C)CC1	-15	i	i	0	i	i	i	i	-7	i	i
48	CCCOc1ccc(-c2nnc(N)s2)cc1	0	i	i	1	i	i	i	i	-3	i	i
49	Cc1cc([N+](=O)[O-])nn1CCCC(=O)N1CCN(c2ccc(F)cc2)CC1	-2	i	i	3	i	i	i	i	-6	i	i
50	Cc1ccccc1OCCNCC(C)O (configuration not stated)	-6	i	i	-9	i	i	i	i	6	i	i
51	Cc1nnc(Nc2ccc(C(=O)NCCO)cc2)c2ccccc12	-19	i	i	1	i	i	i	i	-3	i	i
52	COc1ccccc1CN1C(=O)[C@H]2Cc3c([nH]c4ccccc34)C(C)(C)N2C1=O	-4	i	i	-3	i	i	i	i	13	i	i
53	COc1cccc(C(=O)OCC(=O)c2c[nH]c3ccccc23)c1O	-15	i	i	12	i	i	i	i	0	i	i
54	Cc1ccccc1C(=O)NC(CC(C)C)C(=O)N1CCN(c2ccccc2)CC1 (configuration not stated)	-4	i	i	1	i	i	i	i	-3	i	i
55	COc1ccc(N2C(=NC(=O)CCC3CCCC3)SC3CS(=O)(=O)CC32)cc1 (configuration not stated)	-10	i	i	4	i	i	i	i	-5	i	i
56	CS(=O)(=O)CCC(C(=O)O)N1C(=O)c2ccc(Oc3ccc(Cl)cc3)cc2C1=O (configuration not stated)	-8	i	i	1	i	i	i	i	-1	/	i
57	CN(C)S(=O)(=O)N1CCN(C(=O)c2ccccc2)CC1	-5	i	i	5	i	i	i	i	1	i	i
58	CCN(CC)S(=O)(=O)c1cc(C(=O)Nc2ccc(Cl)cn2)ccc1C	-11	i	i	0	i	i	i	i	-10	i	i
59	Cc1ccc(NC(=O)Cc2sc(C)nc2-c2ccc(C)cc2)cc1	-12	i	i	/	i	i	i	i	-7	i	i
60	COc1ccc(C2N(Cc3ccccc3)CCN2Cc2ccccc2)cc1[N+](=O)[O-]	-11	i	i	6	i	i	i	i	16	i	i

Later entries:
no.	SMILES	hERG protect	KCNQ1 act	KCNQ1 block	HDAC3 inh	KCNK3 inh	TMEM16A inh	RGS4 act	RGS4 block	SKKanGAS inh	TMEM16A act	KCNK9 inh
61	O=C(COC(=O)Cc1cccc(C(F)(F)F)c1)Nc1ccc2c(c1)OCCO2	-5	i	i	5	i	i	i	i	-5	i	i
62	C[C@H](NC(=O)C1CC(=O)N(c2ccc3c(c2)OCCO3)C1)C(=O)N1CCCCC1 (some centres not stated)	-5	i	i	-1	i	i	i	i	-1	i	i
63	COc1ccccc1OCC(=O)NCC1CCCCC1	-20	i	i	2	i	100*	i	i	-20	i	i
64	Cc1ccc2nc(NC(=O)CN(C)S(=O)(=O)c3cccc4nsnc34)sc2c1	-14	i	i	1	i	i	i	i	2	i	i
65	CCC(=O)c1cc2c(C)cc(=O)oc2c(C)c1O	-4	i	i	6	i	i	i	i	-11	i	i
66	CSc1nc(O)c(C2OC(=O)c3ccccc32)c(=O)[nH]1 (configuration not stated)	-4	i	i	5	i	i	i	i	-5	i	i
67	Cc1cccc(NC(=O)CSc2ccc(C(N)=O)cc2[N+](=O)[O-])c1C	-7	i	i	0	i	i	i	i	0	i	i
68	CCOC(=O)C1=C(C)N=C2SC(C(=O)OC)=CC(=O)N2C1c1cccc(OC)c1 (configuration not stated)	-5	i	i	5	i	i	i	i	16	i	i
